High-throughput results as filed in PubChem BioAssay.
H1N1 NS1A inhibition = H1N1 influenza NS1A inhibitors, functional cell based assay (AID 504329). one-dose inhibition, % at 12.5 µM; IC50 in µM for titrated hits. NS1A functional cell-based assay, percent inhibition; higher % means a stronger effect. 340,000 compounds, 0.3% hits; in the data active means a potency from the dose series; inconclusive means inhibition above about 27% without an active follow-up result; further: strong numbers were not always called active
tuberculosis growth = growth inhibition of non-replicating M. tuberculosis (AID 488890). Mycobacterium tuberculosis non-replicating, growth inhibition; higher % means a stronger effect. one-dose inhibition, % at 25 µM; IC50 in µM for titrated hits. 320,000 compounds, 0.39% hits; in the data active means a potency from the dose series; inconclusive means inhibition mostly from about 82% at the one dose, without a potency; inactive means the rest, 99 in 100 with inhibition below about 76%;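 further: plate controls were DMSO cells for no effect and high antibiotic wells for full effect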
PhoP GFP inhibition = Inhibition of PhoP regulon, Salmonella typhi GFP reporter cells, confirmation, 4 h (AID 1850); Salmonella Typhi PhoP-promoter GFP reporter, fluorescence, 4 h; higher % means a stronger effect; 310,000 compounds, 0.33% hits; inhibition, % at 50 µM, or IC50 in µM where a hit was titrated; in the data active means a potency from the dose series; inconclusive means inhibition mostly from about 25% at the one dose, without a potency; inactive means the rest, 99 in 100 with inhibition below about 19%;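 further: 0% = induced wells with vehicle and 100% = uninduced wells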
inhibitors of VEEV = inhibitors of VEEV TC-83 cytopathic effect, confirmation, Vero cells (AID 588727). Vero cells, VEEV TC-83 cytopathic effect inhibition; higher % means a stronger effect. one-dose inhibition, % at 20 µM; IC50 in µM for titrated hits. 350,000 compounds, 0.13% hits; in the data active means a potency from the dose series; inconclusive means inhibition mostly from about 14% at the one dose, without a potency; inactive means the rest, 99 in 100 with inhibition below about 12%; further: strong numbers were not always called active
M. tuberculosis HTS = M. tuberculosis growth inhibition, HTS (AID 449762). 330,000 compounds, 0.59% hits. M. tuberculosis H37Rv growth inhibition, 7H9 media; higher % means a stronger effect. one-dose inhibition, % at 25 µM; IC50 in µM for titrated hits; in the data active means a potency from the dose series; inconclusive means inhibition above about 70% without an active follow-up result;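 further: bacterial growth assessed after seven days of incubation; strong numbers were not always called active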
inhibitors of VEEV 10K pilot screen = recorded beside inhibitors of VEEV, whose call it bears; inhibition, %; measured here: 10K pilot screen inhibition
An asterisk follows results filed as active; i = inactive; u = inconclusive; x = no result given; & = joins results of further samples. Rows were taken by chance; overall some 1.5% were active at least once.

SMILES | H1N1 NS1A inhibition | tuberculosis growth | PhoP GFP inhibition | inhibitors of VEEV | M. tuberculosis HTS | others
N#C/C(=C\c1ccncc1)c1nc2c(s1)CCCC2 | 3% | 54% | -3% | 1.1% | 8%
NC(=O)COC(=O)/C=C/c1ccc2ccccc2n1 | -19% | u | -4% | 8.9% | u
CC(=O)c1c(NC(=O)c2ccccc2)[nH]c(-c2ccccc2)nc1=S | -3% | -7% | -21% | 3.7% | 5%
O=C(Nc1ccncc1)Nc1cc(Cl)ccc1Cl | 21% | 30% | 1% | 5.2% | 6%
O=C(C[n+]1ccc(-c2nnc3n2CCC3)cc1)c1ccc(Cl)c(Cl)c1 | -3% | 2% | -2% | i | 1%
O=C(CSc1ccccc1C(=O)NCCCN1CCCC1=O)NCc1ccco1 | 7% | -16% | 6% | 1.7% | -8%
O=C(NC(=S)Nc1cccc(Cl)c1N1CCCCC1)c1ccc2c(c1)OCCO2 | -4% | 41% | -5% | 1.8% | 25%
CCOc1ccccc1CNS(=O)(=O)c1ccc2c(c1)C(C)(C)C(=O)N2C | 0% | 12% | 3% | 1.0% | 1%
O=C(CCNC(=O)Cn1cnc2ccccc2c1=O)NCC1COc2ccccc2O1 (stereo not given) | 7% | -2% | -1% | i | 2%
COc1ccc(C(=O)O)cc1S(=O)(=O)Nc1cccc(C)c1 | 9% | -18% | -8% | 0.6% | -9%
O=C(Cn1cnc2c(nnn2-c2cccc(Cl)c2)c1=O)NCc1ccccc1 | -6% | -6% | 2% | 0.7% | -7% | inhibitors of VEEV 10K pilot screen=0.7
Cc1cccc(NC(=O)c2c([N+](=O)[O-])c(C(C)(C)C)nn2C)c1 | -7% | -11% | -7% | 0.7% | -4%

Continued, starting with the last 6 of the part before.
SMILES | H1N1 NS1A inhibition | tuberculosis growth | PhoP GFP inhibition | inhibitors of VEEV | M. tuberculosis HTS | others
O=C(NC(=S)Nc1cccc(Cl)c1N1CCCCC1)c1ccc2c(c1)OCCO2 | -4% | 41% | -5% | 1.8% | 25%
CCOc1ccccc1CNS(=O)(=O)c1ccc2c(c1)C(C)(C)C(=O)N2C | 0% | 12% | 3% | 1.0% | 1%
O=C(CCNC(=O)Cn1cnc2ccccc2c1=O)NCC1COc2ccccc2O1 (stereo not given) | 7% | -2% | -1% | i | 2%
COc1ccc(C(=O)O)cc1S(=O)(=O)Nc1cccc(C)c1 | 9% | -18% | -8% | 0.6% | -9%
O=C(Cn1cnc2c(nnn2-c2cccc(Cl)c2)c1=O)NCc1ccccc1 | -6% | -6% | 2% | 0.7% | -7% | inhibitors of VEEV 10K pilot screen=0.7
Cc1cccc(NC(=O)c2c([N+](=O)[O-])c(C(C)(C)C)nn2C)c1 | -7% | -11% | -7% | 0.7% | -4%
Cc1ccc(C(=O)CSc2nnc(-c3ccco3)o2)o1 | -1% | 52% | -3% | i | 1%
CNCc1cc(Cl)cc(OC)c1OC(C)C | 6% | x | x | i | x
COc1ccc(/C([O-])=C(/C(=S)Nc2ccc(C)c(C)c2)n2c[n+](C)c3ccccc32)cc1OC | 13% | 4% | 3% | 0.4% | -1%
CCc1ccccc1S(=O)(=O)Cc1ccc(C(=O)NC(C)C)o1 | 12% | -12% | 3% | 0.8% | 2%
CN1C(=O)C(=Cc2cc([N+](=O)[O-])ccc2N2CCCCC2)C(=O)N(C)C1=O | -4% | -15% | -1% | 0.1% | 0% | inhibitors of VEEV 10K pilot screen=1.0
O/N=C1\CCC2CN(C3CCCCC3)CC2C1 (stereo not given) | 9% | -14% | -17% | i | -5% | inhibitors of VEEV 10K pilot screen=0.2
COc1cc(C)c(/C=C(\C#N)C(=O)Nc2cccc(C)c2)cc1C(C)C | 13% | -8% | -5% | 0.6% | 11%
CC1Cn2c(nnc2-c2cc3ccccc3cc2O)S1 (stereo not given) | 6% | 27% | -6% | 1.0% | 1%
COc1ccc(S(=O)(=O)NCC(=O)NCc2cc(=O)n(C)c(=O)n2C)cc1F | -2% | -10% | 8% | 0.4% | 4%
Cn1c(=O)c2sccc2n2c(CCCC(=O)N3CCN(c4ccccn4)CC3)nnc12 | 9% | -8% | -2% | 3.7% | -2%
Cc1ccc(NC(=O)NCCCN2CCOCC2)cc1 | -7% | 3% | -7% | i | 2%
Cc1cc(Nc2cccc(Cl)c2)nc(NCc2ccccc2)n1 | -14% | 78% | 1% | i | u

4 structures out of the list, arranged by SMILES length, high to low:
SMILES | H1N1 NS1A inhibition | tuberculosis growth | PhoP GFP inhibition | inhibitors of VEEV | M. tuberculosis HTS | others
COc1ccc(/C([O-])=C(/C(=S)Nc2ccc(C)c(C)c2)n2c[n+](C)c3ccccc32)cc1OC | 13% | 4% | 3% | 0.4% | -1%
CC(=O)c1c(NC(=O)c2ccccc2)[nH]c(-c2ccccc2)nc1=S | -3% | -7% | -21% | 3.7% | 5%
CCc1ccccc1S(=O)(=O)Cc1ccc(C(=O)NC(C)C)o1 | 12% | -12% | 3% | 0.8% | 2%
Cc1ccc(NC(=O)NCCCN2CCOCC2)cc1 | -7% | 3% | -7% | i | 2%

(listing goes on)
SMILES | H1N1 NS1A inhibition | tuberculosis growth | PhoP GFP inhibition | inhibitors of VEEV | M. tuberculosis HTS | others
Cc1cc(C)n2nc(C(=O)OCC(=O)N(CCC#N)c3ccc(F)cc3)nc2n1 | 0% | -4% | -1% | 3.6% | 2%
CSC1=NC2(CCCCC2)C2=C(CCCC2)N1 | -5% | 3% | -2% | 0.1% | -1%
CC(=O)Nc1ccc(SCC(=O)N(CCC#N)c2ccc(C)cc2)cc1 | -2% | 26% | 8% | i | -18%
Cc1cccnc1NC(=O)c1nn(C)c2c1CS(=O)(=O)c1ccccc1-2 | -2% | -4% | 2% | 0.5% | 5%
CCc1nc2ccccc2n1CC(=O)N1CCN(S(=O)(=O)c2cccc(C(F)(F)F)c2)CC1 | -16% | 11% | -2% | i | 5%
COCCN(C(=O)CNC(=O)c1ccco1)C(C(=O)NC1CCCC1)c1ccc(OC)cc1 (stereo not given) | -3% | 7% | 5% | i | -4%
Cc1ccc(NC(=O)c2ccc(S(=O)(=O)NCc3ccco3)cc2)cc1 | -7% | 6% | -7% | 0.3% | 5%
O=C(COC(=O)c1ccccc1NS(=O)(=O)c1cccs1)NC1CCCCC1 | -1% | 28% | -2% | 2.3% | 4%
CCc1ccc(S(=O)(=O)c2cn(C)c3cc(OC)c(OC)cc3c2=O)cc1 | 10% | 8% | -13% | i | 5%
O=C(O)c1ccc(COc2ccccc2/C=C2\NC(=O)N(Cc3ccc(F)cc3)C2=O)cc1 | 0% | -14% | 3% | 6.9% | -7%
CCC1CCCCN1S(=O)(=O)c1ccc(C(=O)Nc2nnc(-c3ccccc3Cl)o2)cc1 (stereo not given) | -3% | u | 7% | 8.0% | u
CC(=O)OCC(=O)[C@@]1(O)CC[C@H]2[C@@H]3CCC4=CC(=O)CC[C@]4(C)[C@H]3[C@@H](O)C[C@@]21C | 4%&-8% | -8%&3% | -2%&17% | 1.0% | -3%&-2%
CCC(=O)N1N=C(c2ccc(C)o2)CC1c1ccc(OC)cc1 (stereo not given) | -5% | 5% | 1% | i | 2%
CCOCc1[nH]c(=S)[nH]c(=O)c1Cc1ccc(OC(C)C)cc1 | 12% | -3% | -12% | 1.4% | -8%
COc1ccc(N=NC2C(=O)N(c3ccccc3)N=C2C)cc1 (stereo not given) | 27µM* | 8% | -8% | i | 69%
